Bioassay records: PubChem BioAssay, National Center for Advancing Translational Sciences (NCATS)
D2 PAM: HTS Assay for Positive Allosteric Modulators of the Human D2 Dopamine Receptor: Primary Screen for Potentiators. D(2) dopamine receptor (Homo sapiens), P14416. 340,000 compounds, 0.34% hits. HEK293 T-REx D2, calcium flux, EC20 dopamine potentiation. potentiation, % at 10 µM;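 active = potentiation over 3 SD above the plate norm, cut at about 30% in these data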; note: 0% is about no effect
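Using a no-wash calcium dye in inducible, force-coupled HEK293 Trex cells expressing D2, we tracked fluorescence each second for 180 s after compound, then for 180 s after EC20 dopamine to detect augmented signalling.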
TRHR enhancer: qHTS for Small Molecule Agonists and Allosteric Enhancers of Human TRH Receptor: Primary Screen for Enhancers | TRHR cells, fluo-8 calcium fluorescence, EC20 TRH enhancement | enhancement, % at 2 µM | 360,000 compounds, 0.66% hits | AID 493056, 2011; in the data active = enhancement above about 30%; note: 0% is about no effect
Target sequence (P34981 whole entry, looked up): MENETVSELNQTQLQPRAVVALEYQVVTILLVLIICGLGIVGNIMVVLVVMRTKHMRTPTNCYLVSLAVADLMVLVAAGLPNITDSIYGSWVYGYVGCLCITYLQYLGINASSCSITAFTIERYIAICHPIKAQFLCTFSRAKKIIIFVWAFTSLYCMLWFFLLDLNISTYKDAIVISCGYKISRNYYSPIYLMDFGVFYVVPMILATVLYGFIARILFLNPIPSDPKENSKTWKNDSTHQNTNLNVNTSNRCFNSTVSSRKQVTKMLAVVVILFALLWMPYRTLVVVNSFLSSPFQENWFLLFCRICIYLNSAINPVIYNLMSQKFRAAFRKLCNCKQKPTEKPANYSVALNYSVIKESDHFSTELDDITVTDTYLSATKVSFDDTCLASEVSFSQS
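Enhancer read-out: after compound pinning and an initial kinetic agonist-mode read, an EC20 of TRH (10 nM final) was injected and fluo-8 calcium signal (Ex 480/Em 530) followed at 1 s/cycle for 100 cycles in TRHR-expressing cells.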
D1 potentiator: Potentiators of Human D1 Dopamine Receptor: qHTS; D(1A) dopamine receptor (Homo sapiens), P21728; HEK293 TREx D1 cells, calcium flux, dopamine EC20 potentiation; potentiation, % at 10 µM; 360,000 compounds, 0.036% hits; in the data active = potentiation above about 30%; note: 0% is about no effect
Target sequence (P21728 whole entry, looked up): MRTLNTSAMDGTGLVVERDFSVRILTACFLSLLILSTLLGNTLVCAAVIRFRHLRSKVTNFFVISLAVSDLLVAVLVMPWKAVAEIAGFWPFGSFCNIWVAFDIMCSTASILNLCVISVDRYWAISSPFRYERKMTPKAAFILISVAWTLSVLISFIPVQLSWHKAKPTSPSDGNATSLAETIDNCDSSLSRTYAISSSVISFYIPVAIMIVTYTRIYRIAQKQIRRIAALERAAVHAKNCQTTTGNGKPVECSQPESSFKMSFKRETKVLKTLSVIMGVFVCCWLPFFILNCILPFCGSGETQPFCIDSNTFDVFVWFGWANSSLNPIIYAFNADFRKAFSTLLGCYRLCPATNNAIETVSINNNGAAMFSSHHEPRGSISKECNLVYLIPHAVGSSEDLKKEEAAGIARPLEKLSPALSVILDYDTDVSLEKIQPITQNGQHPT
D1 antagonist: Antagonist of Human D 1 Dopamine Receptor: qHTS; HEK293 TREx D1 cells, calcium flux, dopamine EC80; hits give low values; activity change, negative = inhibition, % at 10 µM; 360,000 compounds, 3.2% hits; in the data active = activity change below about -30%; note: % is set by controls: 0 for no effect and ±100 for the full control effect
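HEK293 T-REx cells expressing inducible, force-coupled D1 receptor; no-wash Ca dye, 30–90 min RT. Cmpd → 180 s read at 1 Hz → EC80 DA → 180 s read.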
D1 ag: Allosteric Agonists of the Human D1 Dopamine Receptor: qHTS. D(1A) dopamine receptor (Homo sapiens), P21728. HEK293 T-REx D1 cells, calcium flux, agonist mode. activation, % at 2 µM. 360,000 compounds, 1% hits. AID 504660, 2011; in the data active = activation above about 30%; note: 0% is about no effect
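Inducible HEK293 T-REx D1 cells, force-coupled to calcium signalling, were plated at 4000 cells/well with tetracycline and held overnight at 30 C. After no-wash calcium dye loading, compound-evoked calcium rise over 180 s flagged agonists.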
TRHR ag: qHTS for Small Molecule Agonists and Allosteric Enhancers of Human TRH Receptor: Primary Screen for Agonists; AID 493084, 2011; 360,000 compounds, 0.18% hits; activation, % at 2 µM; TRHR cells, calcium flux fluo-8, FDSS agonist mode; in the data active = activation above about 30%; note: 0% is about no effect
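Agonist-mode FDSS calcium read (Ex 480/Em 530, 1 s cycles) in 1536-well TRHR cells with fluo-8 dye, after 10-cycle baseline and 23 nL compound addition; TRH at EC20 (10 nM final) added afterwards for the enhancer phase.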
RXFP1 ag: qHTS Assay for Agonists of the Relaxin Receptor RXFP1; Potency, µM (highest dose often 57.5 µM), for the others: at the top dose activation, actives largely listed as activators; Relaxin receptor 1 (Homo sapiens), Q9HBX9; HEK293T-RXFP1 cAMP TR-FRET, 30 min; response scale: percent of porcine relaxin response, buffer zero; 370,000 compounds, 0.3% hits; AID 2676, 2010; note: potency is the fitted concentration of half-maximal effect; % is set by controls: 0 for no effect and ±100 for the full control effect; nearly all actives have a fitted effect of over 60% in size; many of its hits are not listed in these tables
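HEK293 cells stably expressing RXFP1, treated 30 min at 37C with compounds plus PDE4 inhibitor Ro 20174; cAMP measured by HTRF TR-FRET. Normalized to buffer and 29 nM porcine relaxin; EC50 by Hill fit.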
Apoferritin bind: qHTS Assay for Identification of Novel General Anesthetics; apoferritin/1-aminoanthracene competitive binding, fluorescence; 350,000 compounds, 0.074% hits; AID 485281, 2010; Potency, µM (titrated, usually from 77.5 µM), without a hit: at the top dose activity change, negative = displacement, actives largely listed as inhibitors; Ferritin light chain (Equus caballus), P02791; note: potency is the fitted concentration of half-maximal effect; % is set by controls: 0 for no effect and ±100 for the full control effect; nearly all actives have a fitted effect of over 20% in size
Target sequence (P02791 2-175 limits assumed): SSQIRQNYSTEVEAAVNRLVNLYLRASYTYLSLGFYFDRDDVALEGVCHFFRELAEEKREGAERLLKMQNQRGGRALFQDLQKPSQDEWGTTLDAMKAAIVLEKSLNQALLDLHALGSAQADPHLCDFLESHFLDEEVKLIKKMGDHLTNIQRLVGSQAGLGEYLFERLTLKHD
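Concentration-response curves derived by four-parameter Hill fitting of normalized fluorescence, where compounds displaced 1-AMA from 10 uM horse apoferritin following a brief 10 min room-temperature incubation; propofol titration acted as positive control.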
RXFP1 antagonist: qHTS Assay for Antagonists of the Relaxin Receptor RXFP1 | Relaxin receptor 1 (Homo sapiens), Q9HBX9 | HEK293-RXFP1, relaxin-stimulated cAMP HTRF, 30 min; hits give low values | activity change, negative = inhibition, % at 57.5 µM | 350,000 compounds, 0.59% hits | AID 1259400, 2018;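 active = activity change of -60% or lower, but not beyond a set lower limit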; note: % is set by controls: 0 for no effect and ±100 for the full control effect
Numbers without * were called inactive; · = not tested or not shown; & = joins results of further samples; ! = repeats disagree; [ ] = another dose, or the depositor's remark. Unless noted, calls come from the whole dose curve; as a rule, active = well fitted curve in the direction sought with a large enough effect; inconclusive = small, poorly fitted or top-dose-only effect, or another doubt; inactive = no such curve, though single readings can be large; an effect the other way counts as inactive or inconclusive. An excerpt; rates above refer to the full screens.

Fields – D2 PAM | TRHR enhancer | D1 potentiator | D1 antagonist | D1 ag | TRHR ag | RXFP1 ag | Apoferritin bind | RXFP1 antagonist
(1) O=c1c2c(nc3cc(-c4ccc(F)cc4)[nH]n13)CCC2
 : · | 3 | -2 | 10 | 10 | 0.3 | 0.1% | 34%[activator] | 3
(2) Cc1ccc(C(=O)CSc2ncnc3ccccc23)o1
 : 1 | 1 | 2 | 6 | 5 | -0.5 | 5.5% | -19% | -6
(3) Cc1ccc(CNC(=O)c2nc3nc(C)cc(C)n3n2)cc1
 : -15 | 5 | 0 | 0 | 2 | 1.3 | 3.8% | -8% | -5
(4) CSc1ccc(CCNC(=O)CS(=O)(=O)Cc2nc(-c3ccccc3F)oc2C)cc1
 : 1 | 2 | -4 | 5 | 2 | 0.0 | -1.0% | -5% | -11
(5) COc1ccc(S(=O)(=O)NCc2ccncc2)cc1NC(=O)c1ccccc1C
 : -2 | 1 | 2 | 1 | 2 | -0.5 | -0.4% | · | -12
(6) Nc1cc(N)nc(SCc2cccnc2)n1
 : 2 | 2 | -5 | -8 | 1 | 0.1 | -1.2% | -22% | -3
(7) Cn1nnnc1Sc1ncnc2scc(-c3ccccc3C(F)(F)F)c12
 : 16 | 12&5 | 8&-2 | -36*! | 1&0 | -1.7&0.0 | 1.8% | · | ·
(8) Brc1ccc(-c2cn3cc(Cc4ccccc4)sc3n2)cc1
 : 6 | -5 | -2 | -9 | 0 | -0.3 | 0.1% | 1% | ·
(9) CCOc1cc(S(=O)(=O)NCc2ccccn2)ccc1Cl
 : 5 | 2 | 0 | 5 | 0 | -0.1 | -1.3% | -13% | -2
(10) Cc1cccc2nc(-c3ccccc3)nc(N3CCC(O)(c4ccc(Cl)cc4)CC3)c12
 : -5 | 14 | -6 | -7 | 1 | 1.6 | 1.5% | -5% | -5
(11) O=C(Cn1nc(C(F)(F)F)c2c1CCC2)Nc1ccc(Cl)cc1
 : -15 | -7 | -5 | -9 | 12 | 2.4 | 0.6% | 4% | ·
(12) COc1cccc(/C=C/C(=O)OCC(=O)c2ccc(S(=O)(=O)N3CCCCC3)cc2)c1OC
 : 4 | -1 | -3 | 2 | 5 | 0.5 | 2.2% | · | ·
(13) Cc1ccc(S(=O)(=O)N2[C@@H](c3ccc(Cl)cc3)C(C(=O)O)=CC[C@H]2c2ccc(C(C)C)cc2)cc1
 : -25 | -22 | -10 | -11 | -2 | -0.1 | 3.1% | · | ·
(14) CCOC(=O)c1cc(NC(=O)Cc2ccc(S(=O)(=O)N3CCOCC3)s2)cc(C(=O)OCC)c1
 : 12 | 19 | 2 | -11 | 10 | -0.9 | 0.2% | · | -11
(15) O=C(O)CCCCN1C(=O)/C(=C\c2ccc(OCc3ccccc3)c(OCc3ccccc3)c2)SC1=S
 : 5 | 2 | -4 | -6 | 5 | 1.3 | -0.2% | -10% | -11
(16) CCN(Cc1ccccc1)C(=O)CCS(=O)(=O)c1ccc2c(c1)NC(=O)CO2
 : -2 | -2 | 0 | -10 | 0 | 0.4 | 0.8% | -8% | -5
(17) CCOCCCNC(=O)c1cc2c(=O)n(C)c3ccccc3c2n1C
 : 3 | 2 | -5 | -25 | 0 | -0.3 | 4.9% | -3% | ·
(18) CC(Oc1cc2oc(=O)c3c(c2cc1Cl)CCC3)C(=O)NCc1ccncc1 (stereo unspecified)
 : 9 | -5 | 3 | 19 | 1 | -0.4 | 2.6% | -10% | 6
(19) CCOc1cccc(C(=O)Nc2ccc(-c3nc4cc(C)cc(C)c4o3)cc2)c1
 : 3 | 4 | -3 | -6 | -2 | -0.4 | -0.3% | -7% | -2
(20) CCOC(=O)N1CCN(C(=O)C2CCN(S(=O)(=O)c3ccc(C)cc3)CC2)CC1
 : 12 | -1 | -4 | 1 | 4 | 0.4 | -0.3% | -9% | -3
(21) CCN=C1S/C(=C\c2ccc(Sc3ccc(Cl)cc3)o2)C(=O)N1CC
 : -10 | -1 | 0 | 16 | 3 | 0.5 | 2.5% | -9% | -5
(22) O=C(CN1CCCCC1)NC(=O)NCc1ccccc1
 : 14 | 8 | -4 | 2 | 3 | -1.7 | -0.7% | 6% | -8
(23) Cc1ccc(-c2nnc(Nc3ccccc3)c3ccccc23)cc1S(=O)(=O)N1CCN(C)CC1
 : -2 | 12 | 1 | -20 | -2 | 0.0 | 7.8% | -2% | 1
(24) Cc1ccc(-c2nnc(OCC3CCCO3)c3ccccc23)cc1 (stereo unspecified)
 : 5 | -2 | -4 | 9 | 2 | 0.6 | 2.1% | -13% | -5
(25) CC(=O)Nc1ccc(NC(=O)C2CCN(C(=O)C3CC(=O)N(c4ccc(C)cc4)C3)CC2)cc1 (stereo unspecified)
 : 8 | 1 | -3 | 3 | 3 | 0.3 | -0.9% | -6% | -4
(26) CCOc1ccc(NC(=O)c2ccc(NC(=O)CSc3nc4ccccc4c(=O)[nH]3)cc2)cc1
 : 1 | 7 | 3 | -7 | 0 | 0.1 | 0.1% | 2% | -18
(27) COc1ccc(CC(NC(C)=O)C(=O)NC2CCN(c3c(Cc4ccccc4)c(C)nc4ncnn34)CC2)c(OC)c1 (stereo unspecified)
 : -13 | -5 | -1 | -3 | 2 | 0.4 | -8.7% | -5% | 7
(28) O=C(c1nc2ccc(Cl)cn2c1CN1CCC[C@H]1CO)N1CCCCCCC1
 : · | 0 | -3 | 4 | 3 | 0.6 | 0.2% | -10% | 3
(29) O=C(Nc1nnc(-c2ccncc2)s1)Nc1ccccc1F
 : -3 | -3 | -4 | 7 | 5 | 0.0 | 4.0% | -4% | -15
(30) CCOC(=O)c1c(NC(=O)c2ccc(Cl)cc2)csc1C
 : 1 | 9 | 0 | 12 | 9 | 0.5 | 1.3% | -7% | -1
(31) Cc1csc2ncc(C(=O)NCCc3ccccc3)c(=O)n12
 : 3 | 2 | -7 | -9 | 12 | -0.3 | 13% | -9% | ·
(32) COc1ccc(OCC(=O)N2CCN(C(=O)c3cccc(OC)c3)CC2)cc1
 : -5 | 3 | -2 | -8 | 0 | -0.3 | 1.2% | -3% | ·
(33) O=C(c1nc2ncccn2n1)N1CCN(c2ccccc2)CC1
 : 2 | -4 | -3 | 1 | 1 | -0.3 | 2.1% | -3% | 6
(34) Cc1c(OCC(=O)NC(Cc2ccc(Cl)cc2)C(=O)O)ccc2c3c(c(=O)oc12)CCC3 (stereo unspecified)
 : 10 | -3 | -4 | 11 | 2 | -0.2 | 1.7% | 1% | ·
(35) CS(=O)(=O)N(CC(=O)NCCSc1ccc(Cl)cc1)c1ccc2c(c1)OCO2
 : -11 | -1 | -6 | 0 | 1 | -0.7 | 0.3% | -10% | -12
(36) Cc1ccc(C2=NS(=O)(=O)N(C)C(C(=O)NC3CCCC3)=C2)cc1
 : -14 | -3 | -10 | -16 | 10 | 0.9 | 4.3% | -16% | -8
(37) CCCn1c2ccccc2c2cnn(CC(=O)N(Cc3ccccc3)C(C)C)c(=O)c21
 : 5 | -9 | -2 | 3 | 0 | 1.4 | 6.5% | -11% | -1
(38) COc1ccccc1CO/N=C/NC(=O)c1c(OC)ccnc1Oc1ccc(F)cc1
 : 13 | 4 | -3 | -11 | 8 | 1.0 | 1.3% | 6% | -1
(39) COc1ccccc1/C(O)=C(\C#N)c1nc2ccccc2[nH]1
 : 0 | -5 | 1 | 0 | 4 | 0.2 | 0.9% | -1% | -3
(40) O=C(CSc1nnnn1-c1cccc2ccccc12)N1CCOCC1
 : · | 1 | -1 | 4 | 3 | 0.0 | 2.3% | -8% | 0

Next part:
cpd | Structure | D2 PAM | TRHR enhancer | D1 potentiator | D1 antagonist | D1 ag | TRHR ag | RXFP1 ag | Apoferritin bind | RXFP1 antagonist
41 | Cc1cc(-c2nc(-c3ccncc3)no2)ccc1[N+](=O)[O-] | -4 | 4 | -7 | -5 | 3 | 0.7 | 2.7% | 0% | -14
42 | Cc1cccc(N(C(=O)CNC(=O)c2ccco2)C(C(=O)NC2CCCC2)c2ccncc2)c1 (stereo unspecified) | · | -4 | 3 | -13 | 1 | 0.2 | 2.1% | 3% | -7
43 | O=C(NCC(c1ccco1)N1CCCC1)c1cc(S(=O)(=O)N2CCOCC2)ccc1Cl (stereo unspecified) | 10 | 0 | · | -2 | 5 | -0.2 | -0.2% | · | 4
44 | COCC1CCN(Cc2cn[nH]c2-c2cc(OC)c(OC)c(OC)c2)CC1 | -2 | 3 | -4 | -2 | 4 | -0.1 | 1.4% | 13% | -15
45 | CC(C)(C)c1ccc(NNC(=O)C2CCC2)cc1 | 0 | 7 | -9 | 8 | 7 | -0.1 | -2.1% | -10% | -28
46 | Cc1ccnc(NC(=O)Nc2cccc(F)c2)n1 | 0 | 3 | -1 | · | 0 | -0.8 | -1.1% | -1% | -5
47 | O=C(C1CCCN(Cc2ccccc2Br)C1)N1CCCCC1 (stereo unspecified) | 4 | 1 | -2 | 7 | 2 | 0.2 | 3.1% | -5% | 1
48 | C=C(C)COc1ccc2c(C)c(CC(=O)OC)c(=O)oc2c1C | · | 2 | -4 | -24 | 16 | -1.1 | 2.4% | -13% | -12
49 | NS(=O)(=O)c1ccc(N=Nc2c[nH]c(=O)c(O)c2)cc1 | 8 | 4 | 4 | 1 | 3 | 1.5 | -2.2% | -12% | -23
50 | C=CCNC(=O)Nc1ccc(Br)cc1Cl | 2 | -5 | -1 | 1 | 2 | 0.5 | 1.1% | -6% | -3
